Bioassay records: PubChem, several laboratories
Lipid droplet – hepatic lipid droplet formation modulation; AML12 mouse hepatocytes, oleate lipid droplets, BODIPY imaging; inhibition, % at 6.5 µM; hit rate 0.4% among 240,000; AID 1656;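 active means lipid droplet intensity inhibited by at least 50%, with more than 500 cells counted; inconclusive means wells with under 300 cells, treated as cytotoxic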
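Assay system: AML12 mouse liver cells | Compound dosing: One dose, 6.5 µM compound | Read-out basis: Droplet intensity reduction, % inhibition | Measured by: Fluorescence imaging, 20x objective, two fields per well | Schedule: Overnight treatment with compound plus oleate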
Salmonella PhoP GFP – inhibitors of PhoP regulon expression, primary screen, Salmonella Typhimurium, GFP reporter (AID 1863) | hit rate 0.16% among 300,000 | S. Typhimurium PhoP-regulated promoter GFP reporter, 4 h; higher % means a stronger effect | inhibition, % at 50 µM, or IC50 in µM where a hit was titrated;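 active means inhibition over 29.93%, a cutoff 3 SD above the screen mean, later confirmed by dose response; inconclusive means inhibition over 29.93% but no dose response follow-up; inactive means inhibition at most 29.93% or unconfirmed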;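 further: 0% = low Mg2+ inducing control and 100% = high Mg2+ repressing control; strong numbers were not always called active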
MT stabilize HCS – stabilizes microtubules in HeLa cells. HeLa tubulin immunostaining HCS, 24 h; share of cells brighter than vehicle mean+2SD. % tubulin-high responders, % at 10 µM. hit rate 0.83% among 200,000;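 active means plate Z-score above 3 for both tubulin-high and condensed-nucleus cell shares, with cell loss under 80%, at 10 µM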;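 further: anti alpha tubulin signal scored within the nucleus-defined area of each cell; some results filed as inactive read as strong as hits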
Autophagy HCS – alters autophagy in cells; MEF GFP-LC3 puncta imaging; test concentration mostly 10 µM; calls only at 10 µM (by protocol); hit rate 0.98% among 190,000; AID 463193;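 active means percentage of spot-positive cells more than 3 SD above its plate mean, without a fluorescence outlier flag or 80% toxicity; inconclusive means no clear call, values can overlap the other calls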;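 further: spot-positive cell cutoff set from DMSO-treated cells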
b-catenin transl – alters nuclear translocation of beta-catenin in HeLa cells; immunofluorescence imaging; nuclear translocation activity, % at 5 µM; hit rate 0.3% among 190,000; AID 1665;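 active means nuclear translocation activity above 50% at 5 µM, with a well cell count of 50 or more; inconclusive means wells under 50 cells across six images, flagged as toxic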;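 further: per-cell ratio of nuclear to cytoplasmic median beta-catenin stain intensity; plate controls were DMSO negative control for no effect and GSK-3 inhibitor IX positive control for full effect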
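System: HeLa cells, endogenous beta-catenin; compound dosing: 5 µM primary single dose, 0.1% DMSO, 0.02–20 µM confirmation series; incubation: 24 h compound exposure at 37°C, 5% CO2; signal: beta-catenin immunofluorescence imaging with DAPI; evaluation: % activation, nuclear-to-cytoplasmic median beta-catenin signal ratio per cell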
T cell HTS – modulates CD8 T cell binding to vesicles | 2C CD8+ T cell-vesicle binding, flow cytometry; stronger effect = lower value | calls only at 7 µM | hit rate 0.068% among 330,000;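 active means response, share of CD8 T cells binding vesicles, and their 90th percentile fluorescence all below set limits, cut at about 80% in these data, passing the limit was not always enough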
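Assay system: 2C TCR transgenic mouse naive CD8+ T cells, MACS-purified | Read-out: CD8+ gate FL2 mean fluorescence as % of same-row positive control | Signal: High-throughput flow cytometry with anti-B7-1 and anti-CD8 staining | Timing: Binding step 1.5 h, 37 °C, antibody labelling 20 min, ice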
CSM14.1 death rescue – protection against thapsigargin-triggered cell killing – 384-well, CSM14.1, ATP luminescence, primary screen (AID 1222); CSM14.1 thapsigargin-induced death rescue, ATP luminescence; higher % means a stronger effect; cellular ATP content (survival), % at 20 µM, or EC50 in µM where a hit was titrated; 190,000 tested, under 10 active;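 active means EC50 below 50 µM in the dose-response confirmation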;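 further: death triggered by thapsigargin at about 15 µM added after 2 h compound pretreatment; cell ATP read after overnight thapsigargin exposure of roughly 18 to 22 hours; normalized against plate controls of thapsigargin alone and 5% DMSO vehicle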
Insulin prom up – MIN6 insulin promoter up-regulation; hit rate 0.3% among 190,000; AID 1625; z-score at 5 µM; MIN6 insulin promoter-GFP reporter, high-content imaging; stronger effect = higher value;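 active means z-score above 3 at 5 µM with at least 500 cells counted in the well; inconclusive means wells under 500 cells, flagged as cytotoxic or low count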
Dynein transport – dynein cargo transport inhibition. z-score, hits read low. 3617.4 mouse cells, GR-EGFP nuclear translocation imaging; test concentration mostly 20 µM; stimulated with dexamethasone, 1 µM; stronger effect = lower value. hit rate 0.47% among 220,000. AID 1381;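 active means plate z-score of nuclear minus cytoplasmic receptor signal below a set negative limit, without overly bright fluorescence or cell loss, cut at about -3.5 in these data, passing the limit was not always enough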;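 further: z-score of nuclear minus cytoplasmic ring GR-EGFP intensity difference per well; some compounds called inactive have numbers as strong as hits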
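Buffer or medium: tet-free, stripped-serum medium; Also added: dexamethasone, 1.0 µM final; Technique: high-content fluorescence imaging after fixation; Times: 48 h induction, 1 h compound, 30 min dex at 37 °C; Read-out: per-cell GR-EGFP intensity, nucleus versus surrounding cytoplasmic ring, well-averaged.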
Dynein transport cytoplasmic EGFP – also measured in Dynein transport; calls as there; z-score; measured here: cytoplasmic GR-EGFP intensity; stronger effect = higher value
Dynein transport nuclear GR-EGFP – also measured in Dynein transport; calls as there; z-score; measured here: nuclear GR-EGFP intensity;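 lower value marks the stronger effect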
Dynein transport cell count – recorded beside Dynein transport, whose call it bears; z-score; measured here: cell count per field
Insulin prom up cell count – also measured in Insulin prom up; calls as there; cell count; measured here: cytotoxicity, nuclei count;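 total cells summed across four imaged fields per well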
Lipid droplet cells 6.5 µM – second read-out of Lipid droplet, no call of its own (marks repeat the call); cell count; measured here: cell count, cytotoxicity flag;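 cells counted across two imaged fields per well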
b-catenin transl cell count 5 µM – also measured in b-catenin transl; calls as there; cell count; measured here: cell count, cytotoxicity flag
T cell HTS vesicle-bound % – recorded beside T cell HTS, whose call it bears; double positive events, %; measured here: CD8+ vesicle-bound cell fraction;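 binding gate set so that unloaded-vesicle control wells show 10% double positive cells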
MT stabilize HCS Hoechst-high % – further read-out of MT stabilize HCS, marked with its call; % Hoechst-high responders; measured here: nuclear condensation Hoechst responders;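 share of cells brighter than vehicle mean plus two SD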
MT stabilize HCS cytotoxicity % – recorded beside MT stabilize HCS, whose call it bears; toxicity, %; measured here: cytotoxicity by cell density;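 0% = mean cell density of plate MIN control wells and 100% = no cells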
Autophagy HCS cell loss 18 h – recorded beside Autophagy HCS, whose call it bears; toxicity, %; measured here: cell loss, nuclei count;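 cell loss after 18 h compound exposure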
The depositor's hits bear a star; i = inactive; ? = inconclusive; · = no result given.

SMILES	Lipid droplet	Lipid droplet cells 6.5 µM	Salmonella PhoP GFP	MT stabilize HCS	MT stabilize HCS Hoechst-high %	MT stabilize HCS cytotoxicity %	Autophagy HCS	Autophagy HCS cell loss 18 h	b-catenin transl	b-catenin transl cell count 5 µM	T cell HTS	T cell HTS vesicle-bound %	CSM14.1 death rescue	Insulin prom up	Insulin prom up cell count	Dynein transport	Dynein transport cytoplasmic EGFP	Dynein transport nuclear GR-EGFP	Dynein transport cell count
CC(C)(C)C(=O)NC1(C(F)(F)F)NC(=O)N(c2ccc(F)cc2)C1=O (stereo unspecified)	-19	663	4%	2.3	2.0	5.6	i	-1	0.2	1520	i	14	0.3%	-0.06	1569	2.5	-0.18	1.6	-1.8
COc1cccc(Cn2nnc(C(=O)Nc3cc(Cl)ccc3OC)c2N)c1	·	·	1%	3.6	5.3	6.6	i	-6	·	·	i	48	0.1%	-0.34	1000	-0.59	-0.095	-0.12	-0.12
Cc1cccc(C(=O)Nc2ccc(C(=O)/C=C/c3cccs3)cc2)c1	·	·	-7%	2.7	1.6	5.9	i	-32	-1.9	845	i	21	0.3%	-0.92	1259	2.1	-0.19	1.3	-0.69
O=C(O)CCCCCn1c(SCc2cc(=O)n3ccccc3n2)nc2ccsc2c1=O	-22	673	-8%	3.3	2.3	3.3	i	17	-3.2	534	i	22	1.2%	0.75	1179	0.31	0.96	1.5	-1.1
COC(=O)c1c(N2C(=O)CCC2=O)sc2c1CCCC2	·	·	-5%	1.9	3.5	9.0	i	3	·	·	i	35	-0.2%	0.34	984	-0.77	-0.22	-0.32	0.16
CC1=C(c2ccc(F)cc2)[N+](=O)C(C)(C)N1[O-]	6	703	2%	1.3	1.8	8.8	i	-1	-0.3	1473	i	58	-0.8%	0.71	1665	-0.52	-0.3	-0.24	0.42
COC(=O)C1=C(C)N(C)C(C)=C(C(=O)OC)C1c1ccsc1	·	·	4%	1.7	2.4	7.8	i	-1	0.1	1171	i	26	-1.2%	0.52	1359	0.41	-0.2	0.35	-0.17
CCOC(=O)c1c(NC(=O)CSc2nncn2C)sc(C)c1C	2	800	-3%	1.9	1.2	8.0	i	4	·	·	i	13	-0.6%	·	·	-1.3	-0.084	-0.48	0.82
Nc1ccc2c(c1)ncn2CCCn1cnc2cc(N)ccc21	·	·	-5%	3.5	2.4	8.0	i	7	1.2	1393	i	40	3.9%	-0.25	1654	0.63	-0.27	0.23	-0.83
CC1CCc2c(sc3nc(SCC(=O)NCc4ccco4)nc(N)c23)C1 (stereo unspecified)	·	·	1%	6.9	5.1	5.7	i	-7	-7.0	1070	i	61	-0.2%	-0.14	1336	0.18	-0.19	0.26	-0.065
S=C1NCCc2ccccc2C1c1ccccc1Cl (stereo unspecified)	-25	740	9%	4.2	2.3	2.1	i	-3	-1.1	1188	i	64	1.2%	·	·	0.34	-0.22	0.13	0.0058
O=C(O)c1cccc(NC(=O)c2cc(S(=O)(=O)N3CCOCC3)cs2)c1	0	691	9%	1.3	1.5	4.1	i	-4	-1.8	1554	i	58	-0.9%	-0.86	1630	-0.57	-0.16	-0.45	0.15
CCCCCc1cc(=O)oc2c(C(CCN3CCCC(C)C3)c3ccc4c(c3)OCO4)c(OC)cc(OC)c12 (stereo unspecified)	-1	637	-3%	·	·	·	·	·	-1.5	1028	i	23	·	?	·	-0.35	-0.76	-0.082	-0.041
CCOC(=O)c1cc2c(ccc3ccccc32)oc1=O	14	689	·	1.3	0.3	6.9	i	-15	-0.7	977	i	35	1.9%	0.07	1356	0.68	-0.29	0.91	-0.78
O=C1NC2=C(C(=O)c3ccccc32)C(c2ccccc2)N1 (stereo unspecified)	·	·	-9%	2.5	2.2	5.3	i	8	-2.7	963	i	6	-2.0%	0.23	1279	-0.2	0.16	-0.13	0.54
Cc1cc(-c2csc(N)n2)c(C)n1C	13	677	32%	1.3	2.0	7.4	i	-3	·	·	i	60	-0.7%	0.35	845	-0.59	-0.32	-0.094	0.1
CN(C)S(=O)(=O)c1ccc(N2C(=O)CC2(/C=C/c2ccccc2)C(=O)NC2CCCC2)cc1 (stereo unspecified)	19	617	-17%	1.5	2.6	6.4	i	12	1.3	891	i	38	-1.4%	-0.05	1110	-0.44	-0.27	-0.49	0.66
O=C(/C=C/c1ccc(O)c(O)c1)OC1C(O)CC(OC(=O)/C=C/c2ccc(O)c(O)c2)(C(=O)O)CC1O (stereo unspecified)	1	710	0%	·	·	·	·	·	-1.3	1165	i	65	·	0.22	1430	-0.33	-0.23	-0.22	0.44
CC(C)(Oc1ccc(CCNC(=O)c2ccc(-c3ccc(Cl)cc3)o2)cc1)C(=O)O	-5	672	-7%	4.1	2.7	8.0	i	8	-0.5	1472	i	38	-1.4%	-0.06	1505	-0.18	-0.23	-0.18	0.35
CCN1C(=O)/C(=C\N2CCN(C(=O)c3ccco3)CC2)SC1=S	-1	726	-3%	·	·	·	·	·	0.7	1136	i	25	·	-0.07	1336	-0.1	0.071	-0.036	0.03
COc1ccc(-c2ccnc3nc(N4CCN(c5ccccc5)CC4)nn23)cc1	16	621	3%	0.7	1.3	14	i	-2	-2.6	1152	i	15	-1.7%	0.27	1993	0.27	-0.14	0.39	0.2
CCC(CC)C(=O)c1c[nH]c(C(=O)NCc2cccs2)c1	0	753	2%	1.5	1.6	3.7	i	9	0.9	1468	i	12	-1.1%	0.11	1439	-0.05	-0.26	0.097	0.41
CCOc1ccc(NC(=O)CCCOc2cc(=O)n(C)c3ccccc23)cc1	·	·	-10%	2.9	1.5	5.1	i	11	-4.3	989	i	26	-1.2%	-0.49	1239	0.7	-0.26	0.46	0.94
CN(CCCC(=O)Nc1nccs1)S(=O)(=O)c1ccc(Cl)cc1	1	713	4%	3.3	3.0	7.4	i	-6	0.3	966	i	52	-3.0%	0.49	1666	0.15	-0.26	0.33	-0.09
CC(C)=CC(=O)NCc1c(Cl)cccc1-n1cccc1	·	·	2%	0.8	1.1	4.8	i	13	0.9	1383	i	2	-0.7%	0.1	1416	0.36	-0.22	-0.089	0.4
COCCC(=O)N1CCCC(C(=O)c2ccc(Oc3ccccc3)cc2)C1 (stereo unspecified)	14	721	-4%	1.7	1.2	7.8	i	8	-1.4	1040	i	45	2.3%	-0.32	1455	-0.97	-0.35	-0.62	1.6
COc1ccc2[nH]c(=O)c(NC(N)=S)nc2c1	·	·	-5%	2.7	1.5	5.0	i	8	-1.5	1348	i	22	0.2%	0.74	1489	-0.25	0.2	0.44	0.48
C#CCn1c(=NC(=O)c2ccc(Br)s2)sc2cc(NC(C)=O)ccc21	10	630	-4%	1.6	2.0	1.8	i	-7	-0.6	997	i	28	1.3%	-0.18	1332	-0.78	0.052	-0.075	-0.39
O=C(NNc1cc(N2CCOCC2)nc(N2CCOCC2)n1)c1ccc(Cl)cc1Cl	2	670	2%	3.4	1.2	8.6	i	4	1.5	1059	i	35	-0.1%	0.54	1471	0.65	-0.25	0.48	0.053
COc1ccc(OC)c(-c2csc(NC(=O)CSc3ccc([N+](=O)[O-])cc3)n2)c1	1	644	6%	2.0	2.5	4.8	i	14	-1.8	1045	i	57	-0.5%	0	1203	0.73	-0.24	0.53	-0.26
COc1cc(CC(NC(C)=O)C(=O)NC2CCN(c3c(Cc4ccccc4)c(C)nc4ncnn34)CC2)cc(OC)c1 (stereo unspecified)	-12	721	4%	3.3	3.5	6.1	i	22	-1.8	591	i	38	2.5%	-0.06	1290	-0.024	-0.22	0.94	-0.49
COc1ccc(S(=O)(=O)Nc2cc(OC)c(NC(=O)c3ccco3)cc2OC)cc1	·	·	-7%	2.0	1.9	9.8	i	38	1.1	947	i	29	0.9%	-0.31	1144	0.025	-0.2	0.32	0.052
COC(=O)c1cncc(C)c1	7	734	-2%	·	·	·	·	·	-1.1	1435	i	20	·	0.09	1061	-0.26	-0.25	0.38	-0.35
C#CCOC(=O)CCCNc1ccc([N+](=O)[O-])cc1[N+](=O)[O-]	·	·	10%	3.5	2.5	7.6	i	5	1.1	1371	i	22	-0.7%	0.89	1548	-1.5	-0.18	-0.091	0.48
